Screens: PubChem BioAssay, The Scripps Research Institute Molecular Screening Center
UHRF1 MBD2 ctr: blocks human UHRF1 binding to methylated DNA. 0.75% of 370,000 active. UHRF1 binding to methylated oligo, TR-FRET. inhibition, % at 4.4 µM; in the data active = inhibition above about 21%;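 also: UHRF1 SRA domain binding a hemimethylated CpG hairpin DNA probe; 0% = median of test compound wells and 100% = reference inhibitor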
PRMT1 inh: inhibitors of human PRMT1; Q99873; recombinant PRMT1, activity-based probe fluorescence polarization; inhibition, % at 2.79 µM; 1.3% of 370,000 active;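 active = inhibition above about 21% made by adding two undisclosed values, limit read from the data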
TCR CD3 inh: inhibitors of human TCR-CD3 interaction. TAMRA-labeled TCR probe fluorescence, biochemical. AID 651800. 0.37% of 360,000 active. inhibition, % at 9.4 µM; in the data active = inhibition above about 19%;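 also: recombinant mutant TCR 2C K166C tagged with TAMRA read by polarization; 0% = receptor in buffer alone and 100% = receptor with positive control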
proKLK7 act: activators of human kallikrein-7 zymogen | P49862 | purified proKLK7, EDANS-DABCYL substrate fluorescence; 100% is mature enzyme control, 0% vehicle | activation, % at 7 µM | 0.9% of 370,000 active | AID 652039;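 active = activation above the mean of all tested compounds plus 3 SD, computed per campaign excluding outliers beyond control limits, cut at about 13% in these data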
LEDGF integ inh: blocks HIV-1 LEDGF/p75-dependent DNA integration | inhibition, % at 3.7 µM | 0.64% of 370,000 active | TR-FRET IN-LEDGF/p75 DNA integration, Eu/Cy5;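 active = inhibition above the screen-wide mean plus 3 SD, cut at about 13% in these data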;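 also: signal is the Cy5 over europium emission ratio at 671 and 618 nm; 0% = plate median of compound wells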
Tn7 DDE FP: inhibitors of Tn7 peptide binding to human fibrin DD(E) | FP displacement of FITC-Tn7 peptide from fibrin DD(E); 0% = median of compound wells per plate | inhibition, % at 8.3 µM | 0.13% of 370,000 active;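 active = inhibition above the mean of compounds falling within the control limits plus 3 SD of them, cut at about 14% in these data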;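 also: 0% = plate median of compound wells and 100% = 10 µM Aha-Tn7 peptide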
Target sequence (P02675 whole entry, looked up): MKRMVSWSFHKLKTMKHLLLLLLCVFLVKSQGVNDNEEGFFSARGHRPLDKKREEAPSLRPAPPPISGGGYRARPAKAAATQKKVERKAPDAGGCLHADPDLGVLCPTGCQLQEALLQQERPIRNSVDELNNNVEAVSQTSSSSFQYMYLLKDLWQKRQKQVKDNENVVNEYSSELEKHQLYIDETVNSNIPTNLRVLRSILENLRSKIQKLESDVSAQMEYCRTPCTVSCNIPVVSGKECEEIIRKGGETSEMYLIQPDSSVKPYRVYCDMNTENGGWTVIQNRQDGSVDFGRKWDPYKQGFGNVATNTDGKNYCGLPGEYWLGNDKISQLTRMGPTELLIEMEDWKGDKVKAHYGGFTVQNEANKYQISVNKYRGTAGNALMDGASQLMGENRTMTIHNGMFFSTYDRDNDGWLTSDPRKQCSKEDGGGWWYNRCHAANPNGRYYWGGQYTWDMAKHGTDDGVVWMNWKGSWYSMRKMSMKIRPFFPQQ
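system = human fibrin DD(E) protein | quantity = DD(E) 2 µM final | medium = Tris/NaCl/CaCl2 buffer, pH 7.8 | also added = labelled Tn7 tracer, 0.1 µM | compound dosing = single point at 8.3 µM | timing = compound with protein 10 min, then 3 h after probe, room temperature | signal = FP measurement | benchmarks = Aha-Tn7 high control | repeats = one replicate per compound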
DDE Tn6 FP inh: DD(E)-Tn6 binding inhibition, primary FP screen | P02675 | Fibrin DD(E) TRITC-Tn6 fluorescence polarization displacement | inhibition, % at 8.3 µM | 0.21% of 370,000 active;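 active = inhibition above a per-campaign cutoff: mean of compounds within control limits plus 3 SD, cut at about 15% in these data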;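 also: 0% = median of all compound wells on the plate and 100% = blocking peptide control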
SIAE primary: inhibitors of human sialic acid acetylesterase SIAE | Q9HAT2 | SIAE FP-Rh probe binding, fluorescence polarization | inhibition, % at 9.66 µM | 0.69% of 370,000 active | AID 1053197;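 active = inhibition above a cutoff: mean of compounds within the control limits plus 3 SD of those, cut at about 17% in these data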;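 also: 0% = plate median of compound wells and 100% = probe without SIAE protein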
MBD2 DNA inh: MBD2-methylated oligo binding inhibition | Q9UBB5 | TR-FRET, MBD2 binding to methylated oligonucleotide | inhibition, % at 4.4 µM | 0.31% of 370,000 active | AID 686964; in the data active = inhibition above about 13%
Target sequence (Q9UBB5 whole entry, looked up): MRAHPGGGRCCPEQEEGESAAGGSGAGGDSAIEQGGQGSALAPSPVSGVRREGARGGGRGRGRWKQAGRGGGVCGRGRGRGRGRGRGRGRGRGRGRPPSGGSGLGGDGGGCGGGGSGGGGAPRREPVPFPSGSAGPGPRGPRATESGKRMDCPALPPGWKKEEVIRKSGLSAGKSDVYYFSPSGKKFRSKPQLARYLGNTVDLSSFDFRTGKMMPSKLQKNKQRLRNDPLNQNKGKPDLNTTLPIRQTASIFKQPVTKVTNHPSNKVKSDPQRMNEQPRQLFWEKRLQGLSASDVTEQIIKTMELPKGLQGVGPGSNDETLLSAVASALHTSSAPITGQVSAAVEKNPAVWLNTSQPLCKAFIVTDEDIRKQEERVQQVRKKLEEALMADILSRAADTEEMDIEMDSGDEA
TDP2 absorb: blocks human TDP2 phosphodiesterase activity; O95551; recombinant TDP2, T5PNP hydrolysis, p-nitrophenol absorbance 415 nm; inhibition, % at 12.8 µM; 0.34% of 370,000 active;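 active = inhibition above the mean of all tested compounds plus 3 SD, set per campaign, cut at about 25% in these data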;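 also: 0% = DMSO with enzyme and 100% = buffer with substrate but no TDP2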
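Test system: human TDP2 enzyme; Input: 120 nM TDP2 per well; Buffer or medium: Mg2+-containing Tris-HCl buffer, pH 7.5; Reagent: 5 mM T5PNP; Dosing: 12.8 µM single point, 1% DMSO; Incubation: reaction 2 h, 37 °C; Detection: p-Nitrophenol epi absorbance; Read-out: % inhibition relative to enzyme-containing and enzyme-free wells; Replicates: single well per compound.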
The depositor's hits bear a star.

SMILES | UHRF1 MBD2 ctr | PRMT1 inh | TCR CD3 inh | proKLK7 act | LEDGF integ inh | Tn7 DDE FP | DDE Tn6 FP inh | SIAE primary | MBD2 DNA inh | TDP2 absorb
Cc1ccc(NC(=O)c2ccco2)c(NC(=O)c2ccccc2C)c1 | 3 | 0 | 8 | 0.5 | 0 | 3 | 1 | -4 | -1 | 6
NC(=O)C1(C(=O)O)OC1(c1ccc(Cl)cc1)c1ccccc1Cl (stereo unspecified) | 3 | 2 | -6 | 0.2 | -4 | -5 | 1 | 0 | 1 | 2
Cc1ccc(N(CC(=O)NCc2ccco2)C(=O)CCC(=O)Nc2ccccn2)c(C)c1 | 0 | 7 | -5 | 0.4 | -3 | 1 | -4 | 0 | 3 | 7
COc1ccc(C2=NOC(C(=O)NCc3ccccn3)C2)cc1OC (stereo unspecified) | -1 | -2 | -2 | -0.5 | 5 | -4 | 1 | -4 | -5 | -4
COc1ccc(C2/C(=C(\O)c3ccc4c(c3)OCCO4)C(=O)C(=O)N2c2nc(C)c(C(C)=O)s2)cc1 (stereo unspecified) | 0 | 3 | -12 | -2.6 | -1 | 2 | -3 | 5 | 6 | 8
O=C(NCc1ccc(Cl)cc1)C(=O)NCC1CCCN1S(=O)(=O)c1cccs1 (stereo unspecified) | 1 | 0 | -2 | -0.1 | 1 | -9 | -5 | 1 | -1 | 7
O=C(CSc1nc2ccccc2c(=O)n1-c1ccc(OC(F)F)cc1)NC1CC1 | -4 | 1 | -3 | 0.2 | -1 | 7 | 4 | 4 | -1 | -3
CCOC(=O)N1CCN(C(=O)c2ccc3oc(CCc4ccccc4)nc3c2)CC1 | -3 | -1 | -8 | -0.4 | 1 | 10 | 3 | 1 | 1 | 4
COc1ccc(C(=O)Nc2nc3ccccc3c(=O)[nH]2)cc1 | 3 | 0 | -4 | 0.0 | 4 | 0 | -2 | -3 | -1 | -9
CCc1cccc(C)c1NC(=O)CCNC(=O)c1cccc(C)c1 | 3 | -1 | 3 | -0.7 | 2 | -3 | -10 | -3 | 0 | 6
CCCCNC(=O)c1ccc(Cn2c(=S)[nH]c3c([nH]c4ccc(OC)cc43)c2=O)cc1 | 0 | -2 | 2 | -0.1 | 3 | 2 | 3 | -9 | -2 | -4
CC(CCc1ccccc1)NC(=O)Cc1ccc(Br)cc1 (stereo unspecified) | 3 | 2 | -13 | -0.9 | 3 | 6 | 0 | -2 | -4 | -29
O=C(Nc1ccc(Oc2nnc(-c3ccccc3)c3ccccc23)cc1)c1ccccc1 | 2 | 1 | -5 | 0.0 | -2 | -2 | 4 | -20 | -1 | -4
CCCCCCCCOC(=O)c1ccc(N)cc1 | -2 | -2 | 1 | 0.1 | -1 | -6 | 1 | 3 | 2 | -6
CCCCOc1ccc(OCCNC(=O)c2ccco2)cc1 | 1 | -4 | -1 | -0.3 | 4 | -5 | -8 | 1 | -3 | -27
Cn1cccc1C(=O)NCC(c1ccco1)N1CCCCC1 (stereo unspecified) | 0 | -4 | -1 | -0.7 | 0 | -1 | -6 | -1 | -5 | -1
O=C(N/N=C/c1cccnc1)c1cccc(Cl)c1 | 1 | 2 | 5 | -0.1 | 3 | -2 | -12 | -3 | -5 | 8
COc1cccc(Nc2nc(-c3sc(N)nc3C)cs2)c1 | -8 | 18 | -1 | 0.4 | 8 | -7 | 11 | 1 | -2 | 5
CCCc1nc2ccccc2n1C(C(=O)NC(C)(C)C)C1CC1 (stereo unspecified) | -1 | 0 | -1 | 0.1 | 0 | -6 | 2 | -4 | 6 | 0
Cc1cc(C(=O)OCC(=O)NC2CC2)ccc1[N+](=O)[O-] | 80* | 1 | -13 | 0.3 | -2 | 4 | 1 | 8 | 4 | 7
COc1ccc(C=O)cc1COc1ccc(Cl)cc1[N+](=O)[O-] | -3 | 0 | 1 | -0.1 | 1 | -4 | 1 | -7 | -5 | -3
CC(=O)c1c(C(C)=O)c(C)n(-c2ccc(C)c(NC(=O)c3ccccc3Cl)c2)c1C | 0 | -4 | 5 | -0.3 | -2 | 2 | -2 | 11 | 4 | 4
C/C(=N\NC(=O)c1nnn(-c2nonc2N)c1CN(C)c1ccccc1)c1cccnc1 | -5 | -3 | 5 | -0.3 | 1 | 0 | -2 | 3 | 3 | 9
COc1cc(C2NC(=O)NC(C)=C2[N+](=O)[O-])cc(OC)c1OC (stereo unspecified) | 8 | 7 | 8 | 0.4 | -5 | 2 | -4 | 7 | 0 | -19
COc1ccccc1C(=O)NNC(=O)CCC(=O)NCc1ccccc1 | 2 | 2 | -2 | 0.3 | 0 | 4 | 6 | -6 | -3 | 3

Next section; the last 2 above are carried over.
SMILES | UHRF1 MBD2 ctr | PRMT1 inh | TCR CD3 inh | proKLK7 act | LEDGF integ inh | Tn7 DDE FP | DDE Tn6 FP inh | SIAE primary | MBD2 DNA inh | TDP2 absorb
COc1cc(C2NC(=O)NC(C)=C2[N+](=O)[O-])cc(OC)c1OC (stereo unspecified) | 8 | 7 | 8 | 0.4 | -5 | 2 | -4 | 7 | 0 | -19
COc1ccccc1C(=O)NNC(=O)CCC(=O)NCc1ccccc1 | 2 | 2 | -2 | 0.3 | 0 | 4 | 6 | -6 | -3 | 3
CCOC(=O)c1cccc(NC(=O)c2ccccc2C)c1 | -2 | -2 | 7 | -0.7 | -2 | 4 | 1 | 2 | 7 | 3
C/C(=N\NC(=O)c1nnn(-c2nonc2N)c1CSc1ccccc1)c1ccc2c(c1)OCO2 | 1 | -5 | 2 | -0.4 | -1 | 0 | 0 | -6 | 1 | 4
CC(NC(=O)Cn1nc(C(=O)O)c2ccccc2c1=O)C12CC3CC(CC(C3)C1)C2 (stereo unspecified) | -1 | -6 | 5 | 0.2 | 0 | -8 | 6 | 0 | -7 | -5
CC(=O)c1cccc(NC(=S)N2CCc3ccccc32)c1 | -3 | -1 | -4 | -0.1 | 2 | -1 | 0 | 7 | -2 | 17
O=C(NCC1(c2ccccc2)CCOCC1)c1cccs1 | 2 | 2 | 2 | -0.1 | -2 | 2 | 11 | -7 | -1 | -11
CN(Cc1ccccc1)C(=O)c1ccc(NC(=O)Cc2cccc(NC(=O)C3CCN(C(=O)C4CC4)CC3)c2)cc1 | 0 | -1 | 7 | 0.9 | -3 | 4 | 8 | -3 | 0 | -11
CC(C)c1ccccc1OCC(=O)Nc1cc(S(=O)(=O)N2CCOCC2)ccc1N1CCCC1 | 1 | 0 | 1 | 0.5 | -2 | -3 | -5 | 0 | 5 | -5
N#Cc1cc([N+](=O)[O-])cnc1Nc1ccccc1 | -6 | -1 | 5 | -0.3 | 0 | -1 | -2 | 1 | -6 | -14
O=S(=O)(Nc1cccc(-c2ccc3nncn3n2)c1)c1ccc(Cl)s1 | -1 | 2 | -5 | -0.4 | 2 | 0 | 4 | -5 | 2 | -5
O=C(CC(=O)N/N=C/c1ccc(O)cc1)N/N=C/c1ccc(O)cc1 | -1 | -3 | 2 | -2.1 | -1 | 3 | 5 | 8 | -8 | -4
COc1ccc(OC)c2sc(NC(=O)C(C)C)nc12 | -2 | -2 | 0 | 0.2 | -2 | 1 | 1 | -1 | 1 | 7
Cc1ccnn1CC(=O)N/N=C/c1cn[nH]c1-c1ccccc1 | -1 | -2 | 7 | -0.1 | -1 | -1 | 2 | -3 | -1 | -5
Cc1cc(C)n(/N=C/c2cccc([N+](=O)[O-])c2)c(=O)c1 | -2 | 1 | -7 | 0.6 | 2 | 6 | -7 | 8 | -4 | -13
Cc1cc2oc(=O)cc(-c3ccccc3)c2c(C)c1-c1ccc(OC(F)(F)F)cc1 | 0 | 1 | 4 | 0.2 | 4 | 2 | 4 | -1 | -2 | 3
CC(OC(=O)/C=C/c1ccc2ccccc2n1)C(=O)N(C)c1ccccc1 (stereo unspecified) | 0 | -1 | 2 | 0.3 | 2 | -5 | -3 | -1 | -2 | -9
O=C(CSc1ncnc2c1nnn2Cc1ccccc1)NC1CCCC1 | 1 | 4 | -8 | -0.2 | -7 | 6 | 5 | -5 | 3 | 2
Cc1ccc(S(=O)(=O)N(C)C)cc1NC(=O)COC(=O)CCC(=O)c1cccs1 | 6 | 8 | -7 | -0.5 | 4 | 2 | 1 | -5 | 7 | -9
COc1ccc(NS(=O)(=O)c2cc(NC(=O)COc3ccccc3)ccc2N2CCOCC2)cc1 | -2 | -2 | 1 | -0.6 | -5 | 3 | 10 | -12 | 1 | -5
CS(C)(=O)=NS(=O)(=O)c1ccc(Cl)cc1 | -1 | -2 | 0 | 0.0 | -3 | -9 | 0 | -3 | -7 | 1
COc1ccccc1CCNC(=O)c1cc(C2CC2)nc2c1cnn2C(C)C | 1 | 1 | 4 | 0.6 | 4 | -8 | -5 | -5 | 2 | 0
COC(=O)C1=C(C(=O)OC)C2(OC1c1cccc(F)c1)C(=O)c1ccccc1C2=O (stereo unspecified) | 1 | 1 | -4 | 0.1 | -1 | 3 | -1 | -4 | 3 | -1
Cc1ccc(-n2ccc(-c3nn(-c4ccccc4)ccc3=O)n2)cc1 | -1 | -1 | 4 | -0.4 | 3 | -6 | 1 | -6 | 8 | -1
COC(=O)Cn1c(O)c(N=NC(=O)OC)c2ccccc21 | 0 | 2 | 0 | -0.1 | -5 | 5 | -2 | -4 | -7 | 6
CN(C(=O)COC(=O)CNC(=O)C12CC3CC(CC(C3)C1)C2)c1ccccc1 | -2 | -2 | 11 | 0.2 | 2 | 4 | -2 | -4 | 3 | 13
Cc1cc(C)n(CC(C)(O)c2ccccc2)n1 (stereo unspecified) | -1 | -1 | 3 | 0.7 | -2 | -3 | -2 | 0 | -1 | 10

New compounds follow
SMILES | UHRF1 MBD2 ctr | PRMT1 inh | TCR CD3 inh | proKLK7 act | LEDGF integ inh | Tn7 DDE FP | DDE Tn6 FP inh | SIAE primary | MBD2 DNA inh | TDP2 absorb
CNC(=O)Nc1ccccc1F | -4 | -2 | 2 | 0.1 | -2 | -13 | 0 | 3 | -2 | 5
CCOC(=O)N1CCN(C(=O)c2cc(C)c3c(C)nn(-c4ccccc4)c3n2)CC1 | -2 | -3 | 2 | -0.7 | 0 | 1 | -3 | 3 | 1 | -9
COc1cc(NC(=O)c2cc3nc(-c4ccccc4)cc(-c4ccccc4)n3n2)cc(OC)c1OC | 4 | -1 | 1 | -0.5 | 1 | -7 | -3 | -5 | 4 | -6
Cc1cn([C@H]2C[C@H](O)[C@@H](CCC(=O)NCCc3cnc[nH]3)O2)c(=O)[nH]c1=O | 1 | 5 | -5 | -0.7 | 1 | -1 | 3 | 1 | -4 | -4
CCOc1ccccc1CNC(=O)c1cc2oc3ccccc3c2n1C | -2 | -2 | 0 | -4.0 | 1 | 6 | -5 | 9 | -2 | 3
Fc1cc(Br)ccc1NC(=S)Nc1cccnc1 | 3 | 0 | 5 | -0.1 | 4 | -3 | 2 | -1 | -1 | 5
COc1ccc(C(=O)N/C(=C\c2cn(C)c3ccccc23)C(=O)N2CCN(C)CC2)cc1OC | 0 | -3 | -5 | 1.1 | 2 | 5 | 0 | -3 | -8 | -27

The order is random. About 4.6% of those tested had a hit in this group.
